aSyn rescue – qHTS of alpha-syn Inhibitors. Yeast expressing alpha-synuclein, growth rescue, BacTiter-Glo, 24 h. Potency, µM (highest dose often 46.1 µM), for the others: top-dose growth rescue (activation), most hits filed as activators. actives 0.14% (n = 370,000); note: % of control where 0% means no effect; nearly all actives have a fitted effect of over 65% in size
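Galactose-induced alpha-syn yeast (OD600=0.02, raffinose-pregrown) + pinned cpd, 24 hr, 30 deg C; growth by BacTiter-Glo luminescence. Growth restoration scores as activation.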
TDP43 rescue – qHTS of TDP-43 Inhibitors; TDP-43 expressing yeast growth rescue, BacTiter-Glo, 24 h; Potency, µM (doses to about 46.1 µM), inactives show top-dose growth rescue (activation), actives largely listed as activators; actives 1.8% (n = 410,000); note: % of control where 0% means no effect; nearly all actives have a fitted effect of over 50% in size
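Luminescence from BacTiter-Glo reports growth of TDP-43-expressing yeast after 24 hr at 30 deg C with compound. Cells were raffinose-pregrown to mid-log, then seeded in galactose medium at OD600=0.02.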
EPAC1 antagonist – qHTS for Antagonist of cAMP-regulated guanine nucleotide exchange factor 3 (EPAC1): primary screen; Rap guanine nucleotide exchange factor 3 (Homo sapiens), O95398; EPAC1 GEF assay, Rap1b-BODIPY-GDP exchange fluorescence; Potency, µM (series often up to 115 µM), for the others: at the highest dose activity change, negative = inhibition, most hits filed as inhibitors; actives 0.14% (n = 360,000); AID 720709, 2013;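 note: plate controls were vehicle for no effect and positive control for full effect; nearly all actives have a fitted effect of over 50% in size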
Target sequence (O95398 whole entry, looked up): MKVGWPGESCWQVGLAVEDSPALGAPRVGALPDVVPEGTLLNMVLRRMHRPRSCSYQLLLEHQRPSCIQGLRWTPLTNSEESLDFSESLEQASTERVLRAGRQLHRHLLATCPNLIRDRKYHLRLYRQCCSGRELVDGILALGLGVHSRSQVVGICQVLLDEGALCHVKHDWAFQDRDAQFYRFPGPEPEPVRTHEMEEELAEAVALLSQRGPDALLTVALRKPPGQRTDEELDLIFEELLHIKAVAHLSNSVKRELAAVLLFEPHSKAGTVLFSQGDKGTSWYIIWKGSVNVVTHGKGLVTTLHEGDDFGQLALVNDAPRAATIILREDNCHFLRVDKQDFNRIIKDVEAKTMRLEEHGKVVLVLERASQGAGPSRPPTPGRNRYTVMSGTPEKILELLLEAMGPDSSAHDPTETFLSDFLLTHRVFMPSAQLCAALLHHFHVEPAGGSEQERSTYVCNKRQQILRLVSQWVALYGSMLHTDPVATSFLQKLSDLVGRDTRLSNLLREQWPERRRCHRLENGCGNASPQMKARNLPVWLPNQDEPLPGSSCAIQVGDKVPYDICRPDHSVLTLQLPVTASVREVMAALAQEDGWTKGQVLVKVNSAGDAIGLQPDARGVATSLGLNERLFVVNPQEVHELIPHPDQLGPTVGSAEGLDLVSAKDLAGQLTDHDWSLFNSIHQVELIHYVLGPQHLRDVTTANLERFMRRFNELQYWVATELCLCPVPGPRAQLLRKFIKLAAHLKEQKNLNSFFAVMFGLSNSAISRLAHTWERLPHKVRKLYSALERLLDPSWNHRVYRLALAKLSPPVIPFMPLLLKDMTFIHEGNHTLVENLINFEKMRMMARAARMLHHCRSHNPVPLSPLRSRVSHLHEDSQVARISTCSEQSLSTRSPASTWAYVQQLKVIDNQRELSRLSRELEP
FUS suppressor – qHTS for Suppressors of FUS Proteinopathy: Primary screen using FUS-linked yeast assay; S. cerevisiae FUS-expressing, growth rescue, OD600, 24 h; Potency, µM (highest dose often 76.6 µM), for the others: at the highest dose growth rescue (activation), most hits filed as activators; actives 0.24% (n = 390,000); AID 1347120, 2019;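 note: plate controls were DMSO vehicle for no effect and reference control for full effect; nearly all actives have a fitted effect of over 55% in size; some results filed as inactive show a strong effect at the top dose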
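Toxicity suppression screen in FUS-yeast. Cells induced with 2% galactose, starting OD 0.005, treated 24hr at 30C with compounds at multiple final concentrations; growth by OD600.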
EPAC1 ag – qHTS for Agonist of cAMP-regulated guanine nucleotide exchange factor 3 (EPAC1): primary screen; EPAC1 agonist qHTS, biochemical assay; response scale: 100% = response to 6.5 mM cAMP; Potency, µM (top dose mostly 154 µM), for the others: at the top dose activation, hits mostly activators; Rap guanine nucleotide exchange factor 3 (Homo sapiens), O95398; AID 720707, 2013; actives 0.073% (n = 360,000); note: nearly all actives have a fitted effect of over 60% in size
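Normalized to 6.5 mM cAMP, activity reflects EPAC1-catalysed release of BODIPY-GDP from Rap1B, followed kinetically over 30 min at 480 nm excitation, 540 nm emission. Reaction contained 100 nM EPAC1, 250 nM Rap1B-BODIPY-GDP, 50 uM GDP.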
EPAC2 antag – qHTS for Antagonist of cAMP-regulated guanine nucleotide exchange factor 2 (EPAC2): primary screen; EPAC2 GEF exchange of Rap1B-BODIPY-GDP, fluorescence; Rap guanine nucleotide exchange factor 4 (Homo sapiens), Q8WZA2; actives 0.18% (n = 360,000); Potency, µM (highest dose often 114 µM), inactives show at the highest dose activity, negative = inhibition, actives largely listed as inhibitors; note: % is set by controls: 0 for no effect and ±100 for the full control effect; nearly all actives have a fitted effect of over 45% in size; many of its hits are not listed in these tables
EPAC2 ag – qHTS for Agonist of cAMP-regulated guanine nucleotide exchange factor 4 (EPAC2): primary screen; Rap guanine nucleotide exchange factor 4 (Homo sapiens), Q8WZA2; actives 0.079% (n = 360,000); EPAC2 activation, biochemical qHTS; response scale: 100% = 6.5 mM cAMP response; Potency, µM (doses to about 154 µM), inactives show top-dose activation, hits mostly activators; note: nearly all actives have a fitted effect of over 50% in size
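Each well held 100 nM EPAC2, 250 nM RAP1B-BODIPY-GDP and 50 uM GDP. Fluorescence, read at 5-min intervals to 30 min, was referenced to a 6.5 mM cAMP positive control.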
PTHR1 ag – qHTS for PTHR1 Agonists: Primary Screen; Potency, µM (series often up to 115 µM), for inactives: top-dose activation, most hits filed as activators; HEK293 GP2 PTHR1 cells, GloSensor cAMP luminescence, 1 h; actives 0.075% (n = 410,000); Parathyroid hormone/parathyroid hormone-related peptide receptor (Homo sapiens), Q03431; note: nearly all actives have a fitted effect of over 55% in size; some results filed as inactive show a strong effect at the top dose; inactives centre near -15; many of its hits are not listed in these tables
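HEK-293-derived GP2 cells expressing PTHR1 and a GloSensor cAMP reporter, 3,000/well, plated overnight, given luciferin plus IBMX (each 0.5 mM as added) for 1 h at 37 °C, then compound for 1 h at 37 °C. Luminescence was read after 15 min at room temperature.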
The depositor's hits bear a star; i = inactive; ? = inconclusive; . = no result given; & = joins results of further samples; [ ] = another dose, or the depositor's remark. Calls come from the whole dose curve; as a rule, active = well fitted curve in the direction sought with a large enough effect; inconclusive = small, poorly fitted or top-dose-only effect, or another doubt; inactive = no such curve, though single readings can be large; an effect the other way counts as inactive or inconclusive. Potency is the fitted concentration of half-maximal effect.

SMILES	aSyn rescue	TDP43 rescue	EPAC1 antagonist	FUS suppressor	EPAC1 ag	EPAC2 antag	EPAC2 ag	PTHR1 ag
CC(=O)c1cccc(NC(=O)CSc2ccc(-c3ccco3)nn2)c1	3.9%	17.8%	10.0%	14.0%	-2.4%	16.8%	4.3%	-42.4%[inhibitor]
CCOP(=O)(c1ccc(N(C)C)cc1)C(O)c1ccccc1F (centres undefined)	-4.2%	-14.2%	-17.4%	18.5%	2.4%	-3.4%	13.4%	-16.6%
C#CCOCCOCCOCCNc1nc(OC)nc(N2CCN(C(=O)[C@H](CCC(=O)O)n3cc(C(N)CO)nn3)CC2)n1 (some centres undefined)	0.9%	?	2.0%	-6.0%	9.2%	5.5%	-7.0%	i
O=C(CSc1ccccc1)NCc1ccccn1	-0.9%	-2.6%	-10.5%	.	-8.3%	-1.3%	1.3%	i
O=C(O)c1ccccc1CSc1nc2ccccc2[nH]1	-5.5%	-3.1%	-6.4%	3.1%	7.6%	-9.2%	0.1%	-17.0%
COCCNC(=O)c1ccccc1NC(=O)c1ccccc1SC	6.9%	0.0%	1.5%	-4.8%	2.2%	7.8%	-6.4%	-19.8%
COc1ccc(OC)c(/C=C2\SC(=S)N(Cc3cccnc3)C2=O)c1	11.9%	?	3.6%	.	9.3%	9.9%	112µM*	i
COc1cccc(N2CCN(C(=S)Nc3cccc(C)c3)CC2)c1	-6.2%	24.9%	-0.3%	-8.3%	-0.3%	-1.9%	6.5%	i
COc1ccc(CCNC(=O)C2CC(=O)N(c3ccc(Br)cc3)C2)cc1OC (centres undefined)	-4.7%	-14.7%	-4.7%	7.0%	-12.7%	1.6%[57.1 µM]	12.4%	-3.1%
COc1ccc(-c2oc(=O)c3cc(OC)c(OC)cc3c2-c2cc(F)cc(OC)c2)cc1	8.8%	23.8%	-3.3%	?	10.5%	-10.7%	4.2%	-53.8%[inhibitor]
O=C(c1cc2c(s1)CCCC2)N1CCN(C(=O)C2CCCO2)CC1 (centres undefined)	-3.5%	-3.6%	-10.2%	21.1%	6.3%	-0.6%	2.8%	i
COc1ccc(S(=O)(=O)N2CCOC2CNC(=O)C(=O)NCCN(C)C)cc1 (centres undefined)	5.5%	-5.0%	-10.2%	10.0%	9.8%	12.3%	7.8%	i
Cc1cc(C)c(C#N)c(N2CCN(S(=O)(=O)Cc3ccccc3)CC2)n1	-12.2%	-19.2%	?	1.2%	-2.6%	5.9%	-2.0%	8.3%
Oc1ccccc1/C=N/n1cnn(Cc2ccccc2Cl)c1=S	-0.7%	15.8%	-8.0%	-19.8%	-12.5%	2.3%[57.1 µM]	-7.8%	-75.3%[inhibitor]
COc1ccc(CNCc2ccncc2)c(OC)c1	-0.3%	-7.9%[1.82 µM]	1.2%	7.8%	9.3%	-4.2%	3.3%	i
COC(=O)C1CCC(=O)N1C(c1ccc(OC)cc1)c1cc(OC)c(OC)c(OC)c1 (centres undefined)	-6.2%	14.6%	6.0%	.	-6.5%	7.2%	11.5%	8.0%
CN1CCN(Cc2nc3c(c(=O)[nH]c(=O)n3C)n2Cc2c(F)cccc2Cl)CC1	3.0%	?	2.7%	-29.9%	-11.0%	-8.3%	12.5%	-13.8%
COc1ccc(-c2cc(CNC(C)=O)on2)cc1	-1.2%	12.9%	7.9%	-12.4%	13.4%	5.5%	2.8%	i
COc1ccccc1C1(O)C(=O)Nc2ccc(C)cc21 (centres undefined)	-5.6%	3.5%	-16.7%	0.0%	-1.6%	0.5%	10.8%	-24.6%
O=C(CCN1c2ccccc2Sc2ccccc21)OCc1nnc(-c2ccccc2)o1	21.6%	-4.6%	11.6%	26.1%	12.8%	6.1%	4.8%	23.4%
O=C(NCc1ccco1)c1ccc(S(=O)(=O)N2CCCCC2)cc1	-2.5%	19.0%	-8.1%	-33.8%	-3.9%	-6.1%	4.0%	-23.5%
O=C(c1ccco1)n1nc(-c2ccc(Cl)cc2)nc1NCc1ccc(F)cc1	5.3%	9.3%	.	-13.5%	.	.	.	i
Cc1ccc(S(=O)(=O)NN2C(=O)c3ccccc3NC2C)cc1 (centres undefined)	-16.4%	4.7%	0.7%	-5.5%	-10.6%	10.1%	1.2%	i
Cc1nnc(SCc2cc(=O)[nH]c(/N=C(\N)Nc3ccccc3)n2)s1	5.1%	7.7%	1.1%	-5.0%	1.7%	-1.6%	-1.6%	-24.8%
O=C(O)/C(=C\c1cccs1)c1ccc(F)cc1	12.5%	13.8%	-0.7%	-8.7%	1.9%	7.8%	-0.5%	i
CC(=O)Nc1ccc(C(=O)OCc2ccccc2Cl)cc1	-25.2%	20µM*	?	2.2%	-2.5%	-12.6%	7.0%	-9.2%
O=c1nc2s/c(=C\c3ccco3)c(=O)n2nc1Cc1ccc(F)cc1	2.5%	?	-10.9%	19.2%	-3.5%	-2.2%	-10.1%	-70.0%[inhibitor][57.5 µM]
NC(=S)NN=Cc1ccc(OC(=O)COc2cc(Cl)c(Cl)cc2Cl)cn1	2.3%	?	11.6%	15.3%	1.6%	-11.8%	0.8%	i
O=S(=O)(N/N=C/c1ccc(Cl)cc1)c1ccc(Cc2ncc(C(F)(F)F)cc2Cl)s1	9.5%	4.2%	-14.2%	11.5%	14.7%	-26.2%	3.3%	i
CCN(CC)c1ccc(NC(=O)COC(=O)CCC(=O)c2ccc(F)cc2)cc1	8.2%	-4.0%	3.8%	31.0%	-8.5%	3.0%	1.1%	i
COc1ccc(NC(=O)c2ccco2)cn1	1.1%	-13.7%	16.4%	11.4%	9.0%	1.6%	-2.3%	-4.4%
COc1ccc(C2CCCN2C(=O)Nc2ccc(C)c(C)c2)cc1OC (centres undefined)	0.6%	9.6%	-16.3%	16.6%	-11.1%	-10.8%	9.4%	-17.9%
COc1ccc(CNC2CCN(Cc3ccccc3)CC2)cc1	-2.1%	-14.9%	-20.1%	-15.6%	6.0%	-0.1%	15.6%	-0.8%
CCN(CC)CCOc1nc(C)nc2c1oc1ccccc12	-6.1%	1.5%	-3.8%	13.8%	1.2%	2.5%	-7.6%	-0.6%[57.5 µM]
CCOC(=O)c1nnc(-c2ccccc2)nc1NC	12.1%	?	-6.8%	13.5%	-1.3%	-5.7%[57.1 µM]	11.3%	i
O=C(/C=C/c1ccccc1)NC(=S)Nc1ccc(N2CCOCC2)cc1	-16.4%	-8.6%	15.1%	19.3%	8.4%	-1.7%	3.0%	i
COC(=O)CC(NC(=O)c1ccc(C)cc1)c1ccccc1 (centres undefined)	14.5%	7.7%	-0.9%	-9.8%	1.8%	9.2%	4.2%	-15.6%[57.5 µM]
Nc1nc(SCCO)[nH]c(=O)c1NC(=O)c1ccc(Br)o1	0.1%	-35.3%[inhibitor]	6.5%	11.6%	-3.1%	20.0%	8.3%	?
O=C(Nc1ccc(-n2cccn2)cc1)C1CCN(Cc2ccccn2)CC1	-5.2%	3.6%	-9.7%	.	-8.2%	8.7%	-0.9%	i
CC(=O)Nc1nnc(CCS(=O)(=O)c2ccc(C)cc2)s1	-3.0%	-8.5%	-5.2%	13.0%	2.2%	-2.9%	-4.0%	i
CCCCCOC(=O)CSc1nc2c(c(=O)[nH]c(=O)n2C)n1CCc1ccccc1	0.1%	6.9%	-0.8%	-4.5%	-1.4%	0.9%	6.3%	-1.1%[57.5 µM]
CCCN(CC1CC1)C(=S)NC(=O)c1cc(Br)ccc1Cl	?	?	-17.0%	20.9%	2.6%	-18.7%	1.5%	-42.0%
Cc1ccc(Cl)cc1N(CC(=O)NC1CCCCC1)S(C)(=O)=O	1.2%	-11.3%	3.4%	-13.6%	-0.1%	7.2%	7.0%	i
CC(=O)c1c(COC(=O)c2ccco2)nc2ccccc2[n+]1[O-]	-13.2%	19.3%	8.6%	-7.1%	3.3%	11.4%	-0.6%	-11.4%
CCc1nc2ccc(C(=O)NCCN3CCOCC3)cn2c1N(C=O)Cc1ccc(OC)cc1	-8.1%	8.2%	-16.6%	-8.8%	-2.4%	0.0%	-0.9%	27.6%

Molecules listed so far that have bromine:
SMILES	aSyn rescue	TDP43 rescue	EPAC1 antagonist	FUS suppressor	EPAC1 ag	EPAC2 antag	EPAC2 ag	PTHR1 ag
COc1ccc(CCNC(=O)C2CC(=O)N(c3ccc(Br)cc3)C2)cc1OC (centres undefined)	-4.7%	-14.7%	-4.7%	7.0%	-12.7%	1.6%[57.1 µM]	12.4%	-3.1%
Nc1nc(SCCO)[nH]c(=O)c1NC(=O)c1ccc(Br)o1	0.1%	-35.3%[inhibitor]	6.5%	11.6%	-3.1%	20.0%	8.3%	?
CCCN(CC1CC1)C(=S)NC(=O)c1cc(Br)ccc1Cl	?	?	-17.0%	20.9%	2.6%	-18.7%	1.5%	-42.0%

(more compounds)
SMILES	aSyn rescue	TDP43 rescue	EPAC1 antagonist	FUS suppressor	EPAC1 ag	EPAC2 antag	EPAC2 ag	PTHR1 ag
CC(C)CC1=NN(C(=O)c2ccncc2)C(O)(C(F)(F)F)C1 (centres undefined)	4.8%	21.9%	5.4%	-0.7%	-9.5%	12.0%	-8.4%	-4.8%
CCOC(=O)/C(=N\Nc1ccccc1)S(=O)(=O)c1ccccc1	3.2%	12.2%	-6.4%	18.7%	15.1%	-5.9%	11.7%	-31.3%[inhibitor]
Cc1ccc(NC(=O)c2ccc(OC(F)F)cc2)cc1S(=O)(=O)N(C)C	-9.4%	-1.6%	-2.4%	.	-4.0%	-0.6%	14.1%	-35.8%[inhibitor]
Cn1c(=O)[nH]c(=O)c2c1nc(CN1CCN(c3ccccc3F)CC1)n2CCCc1ccccc1	8.8%	-6.7%	5.5%	8.3%	-3.5%	5.2%	-4.2%	-13.2%[57.5 µM]
CC(C)(C)NC(=O)C(c1ccncc1)N(Cc1ccc(F)cc1)C(=O)c1ccc(-c2ccccc2)[nH]1 (centres undefined)	?	1.2%[9.22 µM]	-27.8%	?	0.4%	-11.1%	4.8%	-6.2%
CCOC(=O)c1cnc2c(C)cccc2c1NCCc1ccc(OC)c(OC)c1	-15.9%	13.7%[9.22 µM]	-21.9%	11.4%&-12.5%	10.7%	-1.8%	9.4%	-10.9%[57.5 µM]
CC(=O)Nc1ccc(NC(=O)CSc2nc3ccccc3o2)cc1	2.2%	-8.6%	-6.3%	.	1.5%	5.6%	0.7%	i

From PubChem

Not all compounds are listed; the hit share may differ from the screen's.
